Large T inhibition: SV40 large T antigen inhibitors, biochemical (AID 1903); SV40 large T antigen ATPase/helicase inhibition assay; higher % means a stronger effect; inhibition, % at 20 µM; hits with a dose series show IC50 in µM; actives 0.39% (n = 310,000); in the data active = a potency from the dose series; also: strong numbers were not always called active
Rac1 GTP hydrolysis: MgcRacGAP GTPase-activating activity inhibitors, confirmation, biochemical, ADP Hunter fluorescence; MgcRacGAP-stimulated Rac1 GTP hydrolysis, ADP Hunter fluorescence; higher % means a stronger effect; GST-tagged Rac1 F28L mutant substrate; actives 0.6% (n = 340,000); inhibition, % at 30 µM, or IC50 in µM where a hit was titrated;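 active = first-screen hits whose inhibition reached a set limit at any dose in the follow-up dose series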;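 also: fluorescence reports GDP produced by GAP-driven GTP hydrolysis; strong numbers were not always called active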
HEK293 NOD2/NF-kB: NOD2 signaling inhibitors, cell-based, luminescence, uHTS, HEK293 (AID 1566). inhibition, % at 4 µM, or EC50 in µM where a hit was titrated. actives 0.63% (n = 290,000). HEK293 NOD2/NF-kB luciferase reporter, luminescence; higher % means a stronger effect; also: many of its hits are not listed in these tables
GPR55 beta-arrestin: GPR55 agonists via beta-arrestin recruitment, primary screen, imaging, U2OS cells, beta-arrestin-GFP redistribution (AID 1961) | U2OS GPR55 beta-arrestin-GFP redistribution imaging; higher % means a stronger effect | one-dose activation, % at 10 µM; EC50 in µM for titrated hits | actives 0.048% (n = 290,000);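 active = activation above 40% with more than 50 cells counted in the well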;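 also: U2OS osteosarcoma cells stably expressing GPR55 and beta-arrestin-GFP; plate controls were DMSO negative control for no effect and LPI positive control for full effect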
NOD1 inhibition: inhibition of NOD1-driven NF-kB reporter – cell-based, luminescence, uHTS, primary screen (AID 1578) | NOD1-driven NF-kB luciferase reporter cells, luminescence; higher % means a stronger effect | inhibition, % at 4 µM; hits with a dose series show EC50 in µM | actives 1% (n = 290,000); in the data active = inhibition mostly above about 36%, no sharp cut-off; inactive = mostly below about 34%;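 also: HEK-293T reporter cells stimulated with the NOD1 agonist gamma-tri-DAP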
KOR beta-arrestin-1: kappa opioid receptor blockers – cell-based, luminescence, uHTS (AID 1778); one-dose inhibition, % at 10 µM; IC50 in µM for titrated hits; KOR beta-arrestin recruitment, luminescence, antagonist mode; higher % means a stronger effect; actives 0.091% (n = 290,000); also: strong numbers were not always called active
KOR beta-arrestin-2: kappa opioid receptor activators – cell-based, luminescence, uHTS, primary screen (AID 1777); KOR beta-arrestin recruitment, luminescence; higher % means a stronger effect; activation, % at 10 µM; hits with a dose series show EC50 in µM; actives 0.02% (n = 280,000); in the data active = activation above about 50%, passing the limit was not always enough; also: a part of the inactive calls stands beside numbers as strong as those of hits
GPR55 LPI antagonism: inhibition of LPI-stimulated GPR55 beta-arrestin translocation – imaging, U2OS, beta-arrestin-GFP, LPI agonist, primary screen (AID 2013) | U2OS GPR55 beta-arrestin-GFP translocation imaging, LPI antagonism; higher % means a stronger effect | inhibition, % at 10 µM, or IC50 in µM where a hit was titrated | actives 0.13% (n = 290,000);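 active = spots per cell inhibited over 60%, with over 100 cells counted and total cytoplasm intensity under 500,000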;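 also: U2OS cells stably carrying GPR55 and arrestin-GFP stimulated by 5 µM LPI near EC80; imaged beta-arrestin-GFP aggregate spots per cell after agonist stimulation; plate controls were LPI-stimulated DMSO wells for no effect and DMSO wells without LPI for full effect; some results filed as inactive read as strong as hits; confirmed hits need IC50 under 10 µM and bright autofluorescent wells are also inconclusive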
HIV peptide binding: cell-free HIV fusion peptide-binding blockers – biochemical, uHTS, fluorescence dequenching, primary screen (AID 1986); inhibition, % at 20 µM, or IC50 in µM where a hit was titrated; actives 0.3% (n = 290,000); cell-free peptide binding, fluorescence dequenching, 30 min; higher % means a stronger effect; in the data active = inhibition mostly above about 52%, no sharp cut-off; inactive = mostly below about 76%; also: some results filed as inactive read as strong as hits
* = called active by the depositor; · = not tested or not shown; [ ] = another dose, or the depositor's remark. Rule as the data show it, unless noted: active = inhibition above about 50%; inactive = the rest.

Below each SMILES: HIV peptide binding	HEK293 NOD2/NF-kB	GPR55 beta-arrestin	Large T inhibition	KOR beta-arrestin-2	NOD1 inhibition	GPR55 LPI antagonism	KOR beta-arrestin-1	Rac1 GTP hydrolysis
> COc1ccc(C2C3=C(CCCC3=O)Nc3c(-c4ccccc4)c(C)nn32)cc1 (configuration not stated)
 : -1.5%	1%	-0.1%	10%	4.7%	-13%	13%	-29%	1%
> O=C(N/N=C/c1ccccn1)c1cc(-c2ccc(Cl)s2)[nH]n1
 : 1.5%	13%	0.7%	9%	-2.0%	19%	4%	-4%	6%
> O=Cc1cc(-c2ccccc2)[nH]c1-c1ccccc1
 : -0.5%	-13%	1.6%	1%	·	-27%	-18%	-31%[20 µM]	2%
> COc1ccc(NC(=O)/C=C/c2ccccc2[N+](=O)[O-])c(OC)c1
 : -3.0%	3%	0.1%	11%	-4.5%	-23%	-4%	16%	7%
> CC(=O)Nc1nc(C2CC2)cc(-c2ccccc2)c1C#N
 : -1.5%	6%	-0.1%	-3%	·	-27%	-4%	8%[20 µM]	3%
> O=C(c1cc(COc2ccc(F)cc2F)on1)N1CC2C[C@@H]3CC1C[C@H](C2)C3
 : 1.2%	-4%	0.6%	8%	4.8%	-49%	-2%	-16%	13%
> Cc1cc(Cl)ccc1NC(=S)NCc1cccs1
 : 0.5%	12%	0.1%	5%	-1.6%	5%	-4%	19%	6%
> Cc1nn2c(C)c(C(=O)Nc3ccccc3)cnc2c1C#N
 : 2.5%	8%	0.0%	15%	-1.5%	-16%	13%	13%	-2%
> Cc1cc(=S)c2ccccc2[nH]1
 : -2.8%	4%	-0.2%	10%	1.4%	-9%	-12%	4%	15%
> O=C(/C=C/c1ccc([N+](=O)[O-])cc1)NCCSCc1ccco1
 : -0.7%	2%	0.8%	20%	4.4%	-35%	2%	17%	15%
> Cc1ccc(CNc2oc(-c3ccco3)nc2S(=O)(=O)c2ccccc2)cc1
 : 1.1%	11%	1.6%	3%	-0.6%	-22%	2%	-20%	9%
> Cc1ccc(C(=O)CSc2nnc(-c3snnc3C)n2C2CC2)cc1
 : -1.4%	-26%	0.0%	1%	0.7%	-9%	10%	40%	9%
> CCCCC(CCC(=O)Nc1cc([N+](=O)[O-])ccc1O)C(=O)O (configuration not stated)
 : 1.1%	6%	-0.4%	10%	-3.1%	-9%	-6%	2%	3%
> CC(CN1CCOCC1)OC(=O)C(c1ccccc1)c1ccccc1 (configuration not stated)
 : 1.8%	11%	-0.4%	-5%	-1.5%	-31%	14%	17%	8%
> O=C(Nc1ccccc1N1CCOCC1)C1CCN(S(=O)(=O)c2ccc(F)cc2)CC1
 : 1.3%	0%	0.6%	4%	5.9%	-16%	9%	-10%	4%
> COc1cc2c3c(c1)/C(=C1/SC(NC(C)=O)=NC1=O)C(=O)N3C(C)(C)C=C2C
 : 20%	5%	0.0%	1%	-1.8%	13%	11%	16%	7%
> COc1ccccc1Cn1c(=S)[nH]c2cc(C(=O)NC(C)C)ccc2c1=O
 : 0.7%	2%	-0.2%	7%	-0.1%	-1%	-4%	0%	6%
> O=C(CN(Cc1ccccc1)C(=O)c1csnn1)NCc1ccc2c(c1)OCO2
 : -0.9%	-14%	1.2%	-3%	3.1%	-24%	-7%	-3%	-3%
> CSc1ccccc1NC(=O)C1=COCCO1
 : -0.5%	6%	-0.1%	8%	-1.5%	-32%	7%	8%	6%
> CSc1ccccc1OCc1cc(C(=O)N2CCC(Oc3cccnc3)CC2)no1
 : -0.8%	15%	-0.1%	10%	-1.0%	-30%	10%	-7%	9%
> O=C(c1n[nH]c2c1CCCC2)n1ccnc1
 : -2.4%	1%	0.2%	-2%	-3.1%	-8%	-3%	-1%	·
> COc1ccc2c(c1OC)C(=O)N(c1ccc(C)cc1)C2
 : -0.9%	-101%	0.9%	0%	2.9%	-4%	9%	-20%	0%
> O=C(OC(C(=O)Nc1ccc(Cl)cc1C(F)(F)F)c1ccccc1)C1=COCCO1 (configuration not stated)
 : 0.5%	4%	0.3%	13%	-2.6%	-5%	2%	10%	4%
> NC(=O)NOCc1c(Cl)cccc1Cl
 : -0.6%	-12%	-0.3%	22%	1.7%	-40%	0%	1%	6%
> COc1ccc(C(C(=O)NCCC(C)C)N(CCO)C(=O)c2snc(C(N)=O)c2N)cc1 (configuration not stated)
 : 2.2%	-13%	-0.1%	7%	-2.3%	1%	-12%	-6%	6%
> O=C(Nc1nc(-c2ccccn2)cs1)c1ccc2c(c1)OCCO2
 : 3.3%	-66%	-0.1%	9%	-3.2%	-12%	6%	0%	6%
> c1cnc(-c2nnc3n2CCCCC3)cn1
 : -1.9%	13%	-0.2%	-3%	-6.7%	8%	-11%	-52%	10%
> COc1cccc(C(=O)Nc2ccc(S(=O)(=O)Nc3onc(C)c3C)cc2)c1
 : 16%	2%	-0.3%	3%	-5.4%	-4%	-9%	-35%	2%
> Cc1ccccc1/C=N/NC(=O)Cn1cnc([N+](=O)[O-])n1
 : 0.0%	20%	-0.1%	12%	5.7%	9%	2%	-8%	-4%
> COc1ccc(NC(=O)Cc2c[nH]c3ccccc23)cc1S(=O)(=O)N1CCOCC1
 : -1.8%	10%	-0.4%	12%	-0.7%	-13%	6%	4%	-19%
> c1ccc2nc(N3CCOCC3)c(N3CCOCC3)nc2c1
 : 6.7%	13%	0.3%	2%	10%	0%	8%	6%	1%
> CC1CCc2c(C(=O)Nc3ccc(N4CCOCC4)cc3)csc2C1 (configuration not stated)
 : -0.2%	-5%	0.9%	7%	7.4%	-4%	-1%	2%	-1%
> CCCOC(=O)CSc1nnc(-c2ccccc2Cl)o1
 : 0.1%	3%	-0.2%	-20%	-2.9%	1%	1%	16%	12%
> Cc1ccc(C(=O)Nc2ccccc2C(=O)NC(C(=O)O)C(C)C)cc1 (configuration not stated)
 : 0.8%	-22%	0.7%	4%	5.9%	-20%	4%	32%	2%
> CCOC(=O)c1nnc(-c2ccccc2)nc1N1CCSCC1
 : 0.0%	20%	-0.1%	11%	-1.2%	-27%	6%	-3%[20 µM]	10%
> Cc1sc2ncnc(OCC(=O)N3CCN(C(=O)c4ccco4)CC3)c2c1C
 : -1.0%	-12%	0.1%	6%	-8.7%	-14%	6%	14%	-18%
> COc1ccc(-c2nc3ccc(C(=O)NCC(OC)OC)cc3nc2-c2ccc(OC)cc2)cc1
 : -1.4%	13%	-0.6%	16%	0.0%	4%	12%	5%	1%
> CC(NC(=O)c1ccccc1)C(=O)N/N=C/c1cccc([N+](=O)[O-])c1 (configuration not stated)
 : 0.1%	8%	-0.1%	4%	-7.5%	-22%	15%	4%	5%
> Cc1ccccc1OCCNc1cc(N2CCNCC2)ccc1[N+](=O)[O-]
 : -2.8%	-2%	0.2%	22%	·	0%	4%	-44%[20 µM]	·
> COCc1nnc(SCC(=O)Nc2cccc(Cl)c2C)n1-c1ccccc1
 : -1.8%	0%	-0.3%	-3%	8.3%	-20%	7%	-1%	12%
> COC(=O)c1cc(NS(=O)(=O)c2ccc3c(c2)CCC(=O)N3)cc(C(=O)OC)c1
 : -1.3%	6%	-0.1%	1%	-1.6%	-25%	13%	18%	7%
> Cc1ccc(C)c(Cn2nnc3c(=O)[nH]c(C4CCN(C(=O)c5cccs5)CC4)nc32)c1
 : 0.1%	17%	0.3%	23%	1.1%	21%	-1%	9%	10%
> CCCc1nc2oc3cc(OC)ccc3c(=O)c2c(=O)n1Cc1ccco1
 : 21%	-6%	0.2%	12%	3.4%	-21%	3%	-41%	11%
> Cc1ccc(S(=O)(=O)N2Cc3ccccc3CC2C(=O)Nn2cnnc2)cc1 (configuration not stated)
 : -4.2%	-2%	0.3%	5%	2.2%	-8%	0%	4%	-1%
> O=C(CSc1nc2ccccc2o1)NCc1ccc2c(c1)OCO2
 : -3.5%	-87%	-0.2%	8%	-4.2%	-37%	1%	-4%	9%
> COc1ccc(-n2nc(C(=O)N(C)C)nc2-c2ccccc2)cc1
 : -0.8%	6%	-0.1%	4%	-0.8%	2%	4%	-2%	10%
> CC1(C)C2CCC13CS(=O)(=O)NC3C2 (configuration not stated)
 : 2.2%	13%	0.1%	10%	-6.6%	-26%	4%	-10%	11%
> CCC(=O)Oc1ccc2c(C)cc(=O)oc2c1C
 : 0.7%	13%	0.9%	29%	-0.8%	24%	-1%	29%	-9%
> Cn1c(SCC(=O)NC(C)(C)C)nc(O)cc1=O
 : 0.0%	-2%	0.1%	5%	-8.5%	-14%	0%	-22%	2%
> Cc1ccc(CNC(=O)[C@H](C)N2C(=O)N3CCc4c([nH]c5ccccc45)[C@@]3(C)C2=O)cc1
 : -1.8%	-7%	-0.2%	10%	·	0%	16%	-16%[20 µM]	6%
> CCOc1ccc(NC(=O)Cn2nnc(-c3ccccc3F)n2)cc1
 : 2.3%	4%	-0.1%	3%	-6.8%	-26%	2%	6%	6%
> Cc1sc2nc(SCC(=O)OC(C)C)n(C)c(=O)c2c1C
 : -1.8%	19%	-0.2%	11%	3.1%	6%	-5%	-3%	9%
> CSc1ccc2[nH]c(=O)cc(C)c2c1
 : 0.5%	-1%	-0.2%	2%	-5.5%	-28%	2%	-8%	6%
> CCCOc1ccc(NC(=O)c2c(-c3ccccc3)noc2C)cc1
 : -2.9%	17%	-0.1%	-1%	-2.7%	-8%	10%	32%	3%
> O=C(c1noc2c1CCCC2)N1CCN(c2ccc(F)cc2)CC1
 : -0.1%	3%	0.3%	5%	3.9%	-16%	14%	41%	13%
> CN1CCN(c2nc3c(c(=O)[nH]c(=O)n3C)n2Cc2cccc3ccccc23)CC1
 : -0.7%	18%	-0.1%	0%	-2.4%	8%	3%	-5%	6%
> O=C(/C=C/c1ccccc1)Nc1cccnc1Oc1ccccc1F
 : -0.1%	-47%	-0.1%	4%	2.9%	0%	-6%	4%	6%
> Cc1cccc(C)c1NC(=S)N1CCC(N(C)CC2CCCO2)CC1 (configuration not stated)
 : 4.2%	-4%	-0.1%	4%	-3.4%	-15%	7%	2%	-3%
> O=c1c2c3c(sc2ncn1-n1cccc1)CCCCC3
 : -0.4%	-34%	0.0%	19%	-2.2%	27%	2%	9%	7%
> CCOC(=O)C(=CNc1ccc(-c2ccco2)c(Cl)c1)C(=O)OCC
 : 22%	28%	0.3%	9%	7.7%	-16%	-2%	-7%	12%
> CCCCSc1nnc(-c2ccccc2)c2ccccc12
 : -2.0%	22%	-0.2%	8%	-4.3%	1%	-1%	30%	10%
> CCOc1ccc(CCNC(=O)c2sc3nc4n(c(=O)c3c2C)CCC4)cc1OCC
 : 0.9%	15%	0.2%	22%	1.1%	-34%	8%	-14%	4%

These rows are one share of the data, so the mix of outcomes need not match the whole.
